# Bioassay records from PubChem BioAssay.
# ERG Ets-DNA blk = qHTS for Small Molecule Inhibitors of the ERG Ets/DNA interaction. Potency, µM (series often up to 76.9 µM), without a hit: top-dose FP activity, negative = inhibition, actives largely listed as inhibitors. Transcriptional regulator ERG (Homo sapiens), P11308. 0.028% of 370,000 active. fluorescence polarization, His-ERG Ets domain / labelled DNA; active = well fitted inhibition curve with a large enough effect in the polarisation, with a control signal flat; inconclusive = small, poorly fitted or top-dose-only effect, or effect the other way, or a change in a side signal; inactive = no such curve, though single readings can be large or run the other way; the % refers to the polarisation;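 also: polarization taken with two DNA probes labelled with fluorescein and Texas red; % of control where 0% means no effect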
#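 His-tagged ERG Ets domain (1 uM in the protein solution; 300mM KCl, 50mM Tris-HCl, 1mM EDTA, 1mM DTT, pH 7.5) received compound, then a probe mix of 5 nM fluorescein-DNA and 100nM Texas-615-DNA. Fluorescence polarization was read for both dyes.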
# RGS4 inhibitor = Inhibitors of Regulator of G Protein Signaling (RGS) 4: qHTS; 0.039% of 390,000 active; Transcreener GDP fluorescence polarization, RGS4-accelerated GTP hydrolysis; Potency, µM (series often up to 114 µM), for inactives: at the highest dose activity change, negative = inhibition, hits mostly inhibitors; also: % is scaled to controls: 0 for no effect and ±100 for the full control effect; nearly all actives have a fitted effect of over 75% in size; some results filed as inactive show a strong effect at the top dose
# Target sequence (P49798 whole entry, looked up): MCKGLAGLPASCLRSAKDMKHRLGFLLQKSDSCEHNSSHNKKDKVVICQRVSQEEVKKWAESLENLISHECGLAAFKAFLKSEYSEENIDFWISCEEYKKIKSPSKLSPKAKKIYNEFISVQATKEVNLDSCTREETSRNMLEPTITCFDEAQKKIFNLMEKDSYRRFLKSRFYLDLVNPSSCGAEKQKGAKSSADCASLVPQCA
#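 MLSMR compounds (23 nl, pin-transferred) preincubated 10 min at room temperature with a 500nM (2x) first reagent, then RGS4 at 900nM (2x) plus Transcreener GDP mix added; fluorescence polarization (620/688 nm) read before and after 90 min at 30 °C.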
# HP1b binding inh = HTS for Inhibitors of HP1-beta Chromodomain Interactions with Methylated Histone Tails | Chromobox protein homolog 1 (Homo sapiens), P83916 | AlphaScreen HP1-beta / biotin-H3K9me3 peptide binding | Potency, µM (titrated, usually from 114 µM), for the others: at the top dose activity change, negative = inhibition, usual class: inhibitors | 0.56% of 390,000 active | AID 540317, 2011; also: nearly all actives have a fitted effect of over 70% in size; inactives centre near 23
# Target sequence (P83916 whole entry, looked up): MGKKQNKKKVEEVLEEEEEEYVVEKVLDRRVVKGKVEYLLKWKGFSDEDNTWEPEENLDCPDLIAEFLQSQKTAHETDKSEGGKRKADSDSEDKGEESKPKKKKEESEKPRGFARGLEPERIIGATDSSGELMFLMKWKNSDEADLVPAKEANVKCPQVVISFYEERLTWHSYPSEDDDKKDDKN
#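 HP1-beta protein (50 nM final) preincubated 30 min at room temperature with biotinylated H3(1-18)K9me3 peptide (50 nM) in PBS pH 7.4, 0.01% Tween-20, then compound added for 30 min. AlphaScreen streptavidin donor/nickel chelate acceptor beads (10 ug/mL final), 30 min dark, luminescence read.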
# 12-LOX inh = Primary qHTS assay for inhibitors of human arachidonate 12S-lipoxygenase (ALOX12): Round 2; Polyunsaturated fatty acid lipoxygenase ALOX12 (Homo sapiens), P18054; purified 12hLO, xylenol orange hydroperoxide absorbance; Potency, µM (highest dose often 108 µM), inactives show at the highest dose activity change, negative = inhibition, usual class: inhibitors; 1.1% of 580,000 active; also: % is scaled to controls: 0 for no effect and ±100 for the full control effect
#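 Hydroperoxide product was detected by ferrous iron/xylenol orange as the 573 to 405 nm absorbance ratio. Arachidonic acid at 40 uM (final) was turned over for 30 min at room temperature by 150 nM human 12hLO, pH 7.0 Hepes buffer, after 15 min compound preincubation.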
# Pin1 inhibitor = qHTS Assay to Find Inhibitors of Pin1; Peptidyl-prolyl cis-trans isomerase NIMA-interacting 1 (Homo sapiens), Q13526; Pin1 FP peptide displacement, HiFluor488, 10 min; Potency, µM (doses to about 115 µM), for inactives: at the highest dose activity, negative = inhibition, usual class: inhibitors; 0.009% of 390,000 active; AID 504891, 2011; active = well fitted inhibition curve with a large enough effect in the polarisation, with a control signal flat, not every such curve was filed as active; inconclusive = small, poorly fitted or top-dose-only effect, or effect the other way, or a change in a side signal; inactive = no such curve, though single readings can be large or run the other way; the % refers to the polarisation; also: % is scaled to controls: 0 for no effect and ±100 for the full control effect
# Target sequence (Q13526 whole entry, looked up): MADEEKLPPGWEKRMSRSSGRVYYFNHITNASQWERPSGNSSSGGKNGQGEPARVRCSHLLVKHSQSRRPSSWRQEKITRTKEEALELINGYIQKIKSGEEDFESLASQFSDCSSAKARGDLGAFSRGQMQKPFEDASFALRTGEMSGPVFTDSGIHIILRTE
# JMJD2A Tudor = qHTS Assay for Inhibitors of JMJD2A-Tudor Domain. Lysine-specific demethylase 4A (Homo sapiens), O75164. AlphaScreen JMJD2A-Tudor / H3K4me3 peptide binding. Potency, µM (titrated, usually from 114 µM), without a hit: top-dose activity change, negative = inhibition, hits mostly inhibitors. 4.4% of 390,000 active. AID 504339, 2011; also: % is scaled to controls: 0 for no effect and ±100 for the full control effect; nearly all actives have a fitted effect of over 50% in size
# TrxR1 inh = qHTS Assay for Inhibitors of Mammalian Selenoprotein Thioredoxin Reductase 1 (TrxR1): qHTS; 1% of 390,000 active; recombinant rTrxR1, NADPH fluorescence consumption, selenite substrate; AID 588453, 2011; Potency, µM (series often up to 114 µM), for inactives: at the highest dose activity change, negative = inhibition, actives largely listed as inhibitors; Thioredoxin reductase 1, cytoplasmic (Rattus norvegicus), O89049; also: % is scaled to controls: 0 for no effect and ±100 for the full control effect; nearly all actives have a fitted effect of over 65% in size
# Target sequence (O89049 whole entry, looked up): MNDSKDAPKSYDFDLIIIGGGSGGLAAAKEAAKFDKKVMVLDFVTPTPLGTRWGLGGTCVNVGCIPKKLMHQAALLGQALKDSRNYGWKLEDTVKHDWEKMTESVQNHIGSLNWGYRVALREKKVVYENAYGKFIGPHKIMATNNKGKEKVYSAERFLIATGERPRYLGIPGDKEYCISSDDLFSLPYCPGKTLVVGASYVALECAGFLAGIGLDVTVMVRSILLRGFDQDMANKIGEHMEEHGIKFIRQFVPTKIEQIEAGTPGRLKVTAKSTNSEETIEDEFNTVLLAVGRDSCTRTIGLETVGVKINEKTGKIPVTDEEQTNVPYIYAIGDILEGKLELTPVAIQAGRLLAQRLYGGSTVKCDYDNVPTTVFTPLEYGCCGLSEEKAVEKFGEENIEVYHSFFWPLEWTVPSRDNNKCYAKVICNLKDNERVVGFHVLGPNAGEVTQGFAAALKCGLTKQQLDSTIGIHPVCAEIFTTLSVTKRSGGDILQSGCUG
#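 Rat TrxR1 (90 nM in the dispensed reagent) was pre-reduced with 400 uM NADPH for 5 min at room temperature, then incubated with compound for 15 min. After 400 uM selenite was added, NADPH fluorescence (Ex 340/Em 450 nm) was followed for 8 min.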
# GLS inh = qHTS for Inhibitors of Glutaminase (GLS). Glutaminase kidney isoform, mitochondrial (Homo sapiens), O94925. GLS enzymatic activity, qHTS titration. Potency, µM (highest dose often 45.5 µM), for inactives: at the top dose activity change, negative = inhibition, actives largely listed as inhibitors. 0.21% of 410,000 active. AID 624170, 2012; also: % is scaled to controls: 0 for no effect and ±100 for the full control effect
#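 Glutamate formation by hKGA was monitored fluorometrically using coupled glutamate oxidase, HRP and Amplex Red. Substrate was added as 1 mM L-glutamine solution; incubation was 30 min at RT after an initial read.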
# Tb PGK inh = qHTS Assay to Find Inhibitors of Phosphoglycerate Kinase; PGK/GAPDH coupled, Kinase-Glo luminescence, 60 min; Phosphoglycerate kinase, glycosomal (Trypanosoma brucei brucei), P07378; AID 602233, 2012; 0.043% of 380,000 active; Potency, µM (highest dose often 57.5 µM), for the others: top-dose activity change, negative = inhibition, actives largely listed as inhibitors; also: % is scaled to controls: 0 for no effect and ±100 for the full control effect; nearly all actives have a fitted effect of over 60% in size
#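 Luminescent ATP detection (Kinase-Glo Plus) follows a 60-minute room-temperature incubation, with wells lacking PGK as controls. Buffer: 100 mM TEA (pH 7.6), 5 mM MgCl2, 0.01% Tween-20. Coupling enzyme GAPDH (100 nM final) supplies unstable 1,3-BPG in-well.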
# Numbers without * were called inactive; i = inactive; ? = inconclusive; . = no result given; [ ] = dose if it differs, or a comment. Unless noted, calls follow the shape of the dose curve; as a rule, active = well fitted curve in the direction sought with a large enough effect; inconclusive = small, poorly fitted or top-dose-only effect, or another doubt; inactive = no such curve, though single readings can be large; an effect the other way counts as inactive or inconclusive. Potency is read from the fitted curve at half-maximal effect.
# A first look, 7 compounds:
Structure	ERG Ets-DNA blk	RGS4 inhibitor	HP1b binding inh	12-LOX inh	Pin1 inhibitor	JMJD2A Tudor	TrxR1 inh	GLS inh	Tb PGK inh
COc1c(C)cc(C(=O)C2CCCN(C(=O)c3cc(C)on3)C2)cc1C (stereo not given)	1%	16%	25%	-3%	-6%	-6%	9%	10%	-9%
Cc1c(Cl)cccc1NC(=S)NCc1ccc(Cl)cc1	2%	-28%	33%	34%[activator]	2%	3%	8%	-3%	-5%
O=C1CN(C(=O)COC(=O)c2cnc(Cl)c(Cl)c2)c2ccccc2N1	5%	8%	39%	-2%	-3%	-3%	18%	1%	5%
[O-]/C(=C(\C(=S)Nc1ccc(SC(F)F)cc1)[n+]1cccc(CO)c1)c1ccc(Cl)s1	6%	-42%	-13%	-7%	-1%	?	17%[57.1 µM]	2%	i
CCOC(=O)C1=NOC2C3CC(C12)C1C(=O)N(CCc2ccc(OC)c(OC)c2)C(=O)C31 (stereo not given)	11%	-89%[56.9 µM]	?	-15%	-9%	35µM*	30%[57.1 µM]	-8%	-8%
COC(=O)C1(Cc2ccc(O)c(CC3OC3(C)C)c2)OC(=O)C(O)=C1c1ccc(O)cc1 (stereo not given)	14%	13%	1%	2%	-7%	-33%	-4%	26%	-4%
O=C(CN1CCN(Cc2ccccc2)CC1)Nc1ccccc1-c1ccccc1	-15%	14%	17%	-14%	-3%	?	5%	10%	i

# Main list, previewed entries included:
Structure	ERG Ets-DNA blk	RGS4 inhibitor	HP1b binding inh	12-LOX inh	Pin1 inhibitor	JMJD2A Tudor	TrxR1 inh	GLS inh	Tb PGK inh
COc1c(C)cc(C(=O)C2CCCN(C(=O)c3cc(C)on3)C2)cc1C (stereo not given)	1%	16%	25%	-3%	-6%	-6%	9%	10%	-9%
Cc1c(Cl)cccc1NC(=S)NCc1ccc(Cl)cc1	2%	-28%	33%	34%[activator]	2%	3%	8%	-3%	-5%
O=C1CN(C(=O)COC(=O)c2cnc(Cl)c(Cl)c2)c2ccccc2N1	5%	8%	39%	-2%	-3%	-3%	18%	1%	5%
[O-]/C(=C(\C(=S)Nc1ccc(SC(F)F)cc1)[n+]1cccc(CO)c1)c1ccc(Cl)s1	6%	-42%	-13%	-7%	-1%	?	17%[57.1 µM]	2%	i
CCOC(=O)C1=NOC2C3CC(C12)C1C(=O)N(CCc2ccc(OC)c(OC)c2)C(=O)C31 (stereo not given)	11%	-89%[56.9 µM]	?	-15%	-9%	35µM*	30%[57.1 µM]	-8%	-8%
COC(=O)C1(Cc2ccc(O)c(CC3OC3(C)C)c2)OC(=O)C(O)=C1c1ccc(O)cc1 (stereo not given)	14%	13%	1%	2%	-7%	-33%	-4%	26%	-4%
O=C(CN1CCN(Cc2ccccc2)CC1)Nc1ccccc1-c1ccccc1	-15%	14%	17%	-14%	-3%	?	5%	10%	i
O=C(CCc1ccccc1)NNC(=S)NCCc1ccccc1	0%	-10%	?	.	3%	-16%	13%	4%	0%
CCc1ccc2[nH]c(=O)c(C(c3nnnn3Cc3ccccc3)N3CCOCC3)cc2c1 (stereo not given)	1%	-7%	35%[activator]	?	-9%	8%	1%	1%	-11%
C[C@H](NS(=O)(=O)c1ccc(F)cc1)C(=O)OCC(=O)c1c(N)n(C)c(=O)n(C)c1=O	1%	-5%	12%[57 µM]	-1%	?	37%[activator]	8%	8%	4%
COc1cc(NC(=O)CNC(=O)Cn2c(C)cc3ccccc3c2=O)cc(OC)c1OC	-10%	11%	7%	?	-6%	-1%	21%	1%	-4%
Cc1ccc(NC(=O)C(C)OC(=O)C2CC3CCCC(C2)C3=O)cc1S(=O)(=O)N1CCOCC1 (stereo not given)	-11%	12%	4%	?	-1%	-23%	-6%	4%	-7%

# The list continues:
Structure	ERG Ets-DNA blk	RGS4 inhibitor	HP1b binding inh	12-LOX inh	Pin1 inhibitor	JMJD2A Tudor	TrxR1 inh	GLS inh	Tb PGK inh
CC(C)c1ccc(NC(=S)NN2C(C)CCCC2C)cc1 (stereo not given)	-3%	-11%	34%	28µM*	-2%	-13%	1%[57.1 µM]	10%	8%
C(#CC1CCCCC1)c1ccc2c(c1)COc1c3ccccc3nn1-2	-6%	-1%	30%	-11%	0%	-12%	21%	-2%	i
Cc1cc2c(cc1S(=O)(=O)C(C)CC(=O)NCc1ccco1)OCC(=O)N2 (stereo not given)	-2%	11%[11.4 µM]	44%[activator]	?	3%	-5%	-7%	6%	-1%
CN1CCN(CCc2nc3cc(NC(=O)COc4ccccc4)ccc3n2C)CC1	-10%	-1%	35%	0%	-1%	-8%	5%	0%	-6%
O=C(NC1CCCCCC1)C1CCN(C(=O)c2cccc(Cl)c2)CC1	0%	5%	5%	13%	-4%	6%	18%	1%	4%
CN1CCN(c2nc(-c3ccncc3)nc3ccccc23)CC1	-6%	18%	10%	6%	0%	-12%	-8%[57.1 µM]	22%	8%
CC12COC3(C(=O)Nc4ccc5ccccc5c4)CC1CCC32C (stereo not given)	14%	-3%	46%[activator]	-20%	-8%	1%	11%	4%	-7%
CC1(c2ccccc2)NC(=O)N(CC(=O)Nc2cc(Cl)ccc2N2CCOCC2)C1=O (stereo not given)	9%	6%	17%	10%	5%	-22%	-3%	15%	-7%
Cc1nn(CCCC(=O)NCc2ccccc2)c(=O)c2cc3sccc3n12	-4%	22%	19%	-24%	0%	-16%	13%	0%	-2%
Cc1ccc(C)c(C(C)NC(=O)C2CC=CCC2C(=O)O)c1 (stereo not given)	-2%	-3%	32%	-12%	1%	-11%	-8%	-1%	4%
O=C(COC(=O)CNC(=O)C1CCCCC1)NCc1ccc(Cl)cc1	5%	-5%	21%	?	3%	-18%	10%	-1%	-5%
COc1ccc(S(=O)(=O)NCc2ccccc2Cl)cc1OC	14%	19%	40%[activator]	19%	0%	-3%	-1%	8%	4%

# (continued)
Structure	ERG Ets-DNA blk	RGS4 inhibitor	HP1b binding inh	12-LOX inh	Pin1 inhibitor	JMJD2A Tudor	TrxR1 inh	GLS inh	Tb PGK inh
CCc1ccc(NC(=O)CSc2nnc(Cn3c(=O)sc4ccccc43)n2C)cc1	10%	-7%	9%	431%[activator]	9%	-15%	39%	-2%	-5%
COC(=O)c1ccc(Cl)c(NC(=O)NC23CC4CC(CC(C4)C2)C3)c1	5%	-15%	33%[activator]	-6%	1%	3%	6%	2%	i
Cc1ccc(NC(=O)C2CC2c2ccccc2)c([N+](=O)[O-])c1 (stereo not given)	2%	-13%	-11%	?	3%	?	17%	-2%	6%
Cc1onc(-c2c(F)cccc2Cl)c1C(=O)OCN1C(=O)c2ccccc2C1=O	-2%	7%	36%	-2%	-2%	-11%	-1%	4%	-8%
CCN(CC)CCCNc1ncnc2scc(-c3ccc(F)cc3)c12	-17%	-4%	20%	0%	2%	-3%	9%[57.1 µM]	-1%	-11%
O=C(Nc1cccc(S(=O)(=O)NC2=NCCC2)c1)c1c(F)cccc1Cl	.	-2%	6%	4%	2%	-6%	-7%	4%	-10%
CCOC(=O)N1CCN(c2cc(N(C)CCO)c([N+](=O)[O-])c3nonc23)CC1	9%	-12%[11.4 µM]	27%	-22%	-4%	-10%	?	-3%	i
C/C(=N/NC(=O)c1ccccc1)c1ccc(NC(=O)C(F)(F)F)cc1	-1%	-12%	26%	0%	-3%	3%	-1%	-7%	-4%
CC(C)Oc1ccc(C2CNC(=O)C2)cc1 (stereo not given)	-8%	1%	33%	-15%	1%	-13%	16%	-12%	-8%
COc1ccccc1-n1nc(C(=O)O)c2ccccc2c1=O	.	-9%	19%	-33%	3%	-1%	4%[11.4 µM]	2%	-5%
CC(C)[C@H](NC(=O)[C@H]1N2C(=O)c3ccccc3C2SC1(C)C)C(=O)NCc1ccco1 (stereo not given in full)	-1%	-4%	23%	-5%	0%	-29%	?	-4%	-1%
O=C(Nc1ccccc1)C(=O)c1cn(CC(=O)N2CCCCC2)c2ccccc12	-6%	-6%	35%	9%	?	-11%	5%[57.1 µM]	-13%	0%
O=C1CCCCC1Sc1nnc(Cc2cccs2)n1CCc1ccccc1 (stereo not given)	-7%	?	-23%	0%	3%	79µM*	-26%	11%	3%
O=C(O)CCS(=O)(=O)Cc1cccc(Cl)c1	5%	0%	41%[activator]	-33%	1%	-19%	-13%[11.4 µM]	6%	2%
O=C(N1CCCCC1)C12CC3CC(C1)CC(C(=O)N1CCCCC1)(C3)C2	2%	19%	23%	-2%	-2%	-6%	10%[57.1 µM]	-3%	i

# Only part of the results is shown; rates above refer to the full screens.
